HT1080NT lethal – kills 2HG-producing HT-1080-NT fibrosarcoma cells; HT-1080-NT fibrosarcoma viability, CellTiter-Glo ATP luminescence, 48 h; Potency, µM (top dose mostly 46.1 µM), without a hit: top-dose activity, negative = less viability, most hits filed as cytotoxic; 360,000 compounds, 1.6% hits; AID 686970;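 further: NT is the 2HG producing partner of a matched IDH1 knockdown line; potency means the concentration at half of the fitted maximal effect; 0% = DMSO-treated cells and -100% = media-only wells without cells; nearly all actives have a fitted effect of over 55% in size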
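A 48-hour cytotoxicity screen used HT-1080-NT cells plated 2 hours before compound delivery. ATP-based CellTiter-Glo luminescence measured viability, normalized to DMSO and no-cell controls.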
D3 ag – D3 dopamine receptor (human) agonism. D3R DiscoveRx beta-arrestin cells, luminescence, 90 min. 410,000 compounds, 0.58% hits. AID 652048. max activation, %; in the data active means max activation above about 30%; further: 0% is about no effect; mostly tested at two doses, the higher about 12 µM
Target sequence (P35462 whole entry, looked up): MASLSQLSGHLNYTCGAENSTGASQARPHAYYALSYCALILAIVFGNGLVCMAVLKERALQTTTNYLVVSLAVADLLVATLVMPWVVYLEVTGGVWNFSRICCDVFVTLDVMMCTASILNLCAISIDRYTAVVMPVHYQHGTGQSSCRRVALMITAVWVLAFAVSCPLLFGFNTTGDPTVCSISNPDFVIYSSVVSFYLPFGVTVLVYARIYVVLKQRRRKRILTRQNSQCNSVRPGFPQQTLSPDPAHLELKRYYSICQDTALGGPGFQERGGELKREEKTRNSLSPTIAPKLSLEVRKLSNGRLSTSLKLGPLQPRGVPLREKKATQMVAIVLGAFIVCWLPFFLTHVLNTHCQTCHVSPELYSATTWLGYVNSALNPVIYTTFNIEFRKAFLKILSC
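Agonist-mode cell screen: cells plated at 1500/well and incubated overnight at 37 °C, then exposed to library compounds for 90 min at 37 °C. Detection reagent was added for 30–60 min at room temperature, and luminescence was read.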
IL-1B inflam inh – inhibitors of inflammasome signaling (IL-1 beta secretion); THP-1 LPS/ATP IL-1B secretion, AlphaLISA, 16 h; active compounds read low; activity change, % at 57.5 µM; 360,000 compounds, 4.7% hits; in the data active means activity change below about -50%; inconclusive means mostly about -30% to -49%; further: on the % scale 0 is the no-effect control and ±100 the full control effect
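Secreted IL-1B measured by AlphaLISA bead assay after 16 h compound exposure of THP-1 cells; compounds (final up to 57.5 uM) added 1 h before LPS (250 ng/mL) and ATP (1.25 mM) stimulation; lower signal means less secretion.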
KB-3-1 cytotox – kills parental KB-3-1 adenocarcinoma cells; KB-3-1 viability, CellTiter-Glo ATP luminescence, 72 h; AID 1347075; 400,000 compounds, 1.4% hits; Potency, µM (titrated, usually from 46.1 µM), for the others: at the top dose activity change, negative = cytotoxic, usual class: cytotoxic; further: potency means the concentration at half of the fitted maximal effect; on the % scale 0 is the no-effect control and ±100 the full control effect; nearly all actives have a fitted effect of over 60% in size
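Screening of KB-3-1 cells (DMEM, 10% FBS, phenol-red free) ran from lowest to highest compound concentration; after 72 h at 37 °C viability was read luminescently and curves fitted.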
HT1080 IDH1KD tx – toxicity to HT-1080 IDH1 knockdown cells (counter line). HT-1080 IDH1 knockdown viability, ATP luminescence, 48 h. Potency, µM (top dose mostly 46.1 µM), without a hit: at the highest dose activity, negative = toxicity, most hits filed as cytotoxic. 360,000 compounds, 2% hits;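 further: potency means the concentration at half of the fitted maximal effect; 0% = DMSO wells and -100% = cell-free medium wells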
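Knockdown cells (IDH1KD HT-1080) received compounds 2 h after plating at 750 cells/well and were kept 48 h at 37 °C in 5% FBS RPMI. A CellTiter-Glo luminescence read gave % activity for curve fitting.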
SW480 rereplic – induces DNA re-replication in SW480 colon adenocarcinoma cells; SW480 DNA re-replication, Hoechst DNA content imaging, 48 h; Potency, µM (series often up to 46.1 µM), without a hit: top-dose re-replication activation, hits mostly activators; AID 624297; 340,000 compounds, 1.8% hits; further: potency means the concentration at half of the fitted maximal effect; % of control where 0% means no effect; nearly all actives have a fitted effect of over 55% in size
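Cells (250 per well) received 23 nL compound or DMSO by pin tool and were kept 48 hr at 37 C, 5% CO2. Nuclei were then stained with Hoechst for 40 min and scanned for DNA content.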
KB-V1 cytotox – kills drug-selected multidrug resistant KB-V1 cells; KB-V1 MDR cells viability, CellTiter-Glo, 72 h; Potency, µM (titrated, usually from 46.1 µM), inactives show at the highest dose activity change, negative = cytotoxicity, usual class: cytotoxic; 400,000 compounds, 3.4% hits; AID 1347076; further: potency means the concentration at half of the fitted maximal effect; on the % scale 0 is the no-effect control and ±100 the full control effect; nearly all actives have a fitted effect of over 60% in size
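Luminescent ATP read-out (CellTiter-Glo, 10 min) measures survival of drug-selected KB-V1 MDR cells after 72 h, 37 degrees C compound exposure. Medium: phenol-red-free DMEM, 10% FBS. Values from fitted concentration-response curves.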
DRD3 antagonist – blocks the human D3 dopamine receptor; max response, negative = inhibition, %; 360,000 compounds, 2.5% hits; P35462; D3R cells, DiscoveRx beta-arrestin luminescence, antagonist mode; active compounds read low; in the data active means max response below about -50%; inconclusive means no clear call, values can overlap the other calls; further: on the % scale 0 is the no-effect control and ±100 the full control effect; mostly tested at two doses, the higher about 12 µM
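Cells expressing the human receptor were seeded at 1500 cells/well, incubated overnight at 37 degrees C in 5% CO2, then exposed to library compounds with dopamine controls for 90 minutes at 37 degrees C before luminescent detection.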
GLP1R ag – activates the human GLP-1 receptor. P43220. HEK293 GLP-1R CRE-luciferase, luminescence, 4-6 h; cells express a hypersensitive GLP-1R form. Potency, µM (top dose mostly 45.6 µM), without a hit: at the top dose activation, hits mostly activators. 380,000 compounds, 0.007% hits; further: potency means the concentration at half of the fitted maximal effect; % of control where 0% means no effect
Target sequence (P43220 whole entry, looked up): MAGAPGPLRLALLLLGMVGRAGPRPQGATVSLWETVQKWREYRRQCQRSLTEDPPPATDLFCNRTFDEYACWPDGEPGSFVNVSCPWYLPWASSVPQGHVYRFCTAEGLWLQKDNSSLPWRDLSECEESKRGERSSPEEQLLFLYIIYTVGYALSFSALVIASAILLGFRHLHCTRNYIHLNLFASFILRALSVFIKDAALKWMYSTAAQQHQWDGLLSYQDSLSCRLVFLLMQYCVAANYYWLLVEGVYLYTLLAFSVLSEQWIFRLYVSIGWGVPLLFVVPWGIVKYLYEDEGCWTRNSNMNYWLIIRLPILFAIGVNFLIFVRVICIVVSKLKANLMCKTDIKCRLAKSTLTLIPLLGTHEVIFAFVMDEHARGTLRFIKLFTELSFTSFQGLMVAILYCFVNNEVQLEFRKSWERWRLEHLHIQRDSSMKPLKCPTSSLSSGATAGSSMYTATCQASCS
Starred values were filed as active, the others as inactive; ? = inconclusive; . = not tested or not shown; [ ] = another dose, or the depositor's remark. Unless noted, the call rests on the fitted dose curve; in most records, active means well fitted curve in the direction sought with a large enough effect; inconclusive means small, poorly fitted or top-dose-only effect, or another doubt; inactive means no such curve, though single readings can be large; an effect the other way counts as inactive or inconclusive.

[1] CCOc1ccc(C(O)c2nccn2C)cc1 (stereo not drawn)
[2] COc1ccc(C2OC(=O)CC2C(=O)NC2CCCCCC2)cc1OC (stereo not drawn)
[3] O=C(C[C@H]1C[C@@H]2c3cc(NS(=O)(=O)c4ccccc4)ccc3O[C@@H]2[C@H](CO)O1)N1CCOCC1
[4] CCOC(=O)CC1(c2ccccc2)CCOC(C)(C)C1 (stereo not drawn)
[5] COc1ccc(C2C3=C(CCCC3=O)Nc3ccc4ncccc4c32)cc1OC (stereo not drawn)
[6] CCCn1[nH]cc(SC)c(=O)c1=O
[7] O=C(NNS(=O)(=O)c1ccc(F)cc1)c1cnn(-c2ccccc2)c1C(F)(F)F
[8] O=C(NNS(=O)(=O)c1ccc2ccccc2c1)NC1CCCCC1
screen / no.,1,2,3,4,5,6,7,8
DRD3 antagonist,-26,17,-17,17,13,17,32,7
KB-3-1 cytotox,-3%,0%,0%,18%,-2%,-4%,-6%,22%
SW480 rereplic,-6%,?,.,-6%,0%,?,23%,-5%
D3 ag,7,1,1,4,-2,3,-1,4
HT1080 IDH1KD tx,-2%,?,12%,4%,-7%,4%,0%,3%
KB-V1 cytotox,8%,13µM*,-2%,-5%,-13%,?,-6%,1%
GLP1R ag,12%,6%,5%,14%,15%,22%,-2%,1%
HT1080NT lethal,-4%,2%,16%,0%,-21%,-3%,-3%,1%
IL-1B inflam inh,-27,-18,8,-9,-13,-7,26,-3

[9] CN(Cc1ccccc1)C(=O)c1nc2ccccn2c1CNCCCOc1cccnc1
[10] Cc1oc(-c2cc(F)ccc2F)nc1CN1CCN(C)C(=O)[C@@H]1C
[11] CCc1nnc(NC(=O)Cn2nc(-c3ccc(OC)c(OC)c3)ccc2=O)s1
[12] c1ccc(Nc2cccc3c(Nc4ccccc4)cccc23)cc1
[13] CCCCNC(=O)c1nc(-c2cccc(C(F)(F)F)c2)oc1-c1ccc(OC(F)(F)F)cc1
[14] CC(=O)c1cnc2nc(C(F)(F)F)nn2c1C
[15] CCc1c(-c2ccc(Br)cc2)ncn1Cc1cccc(-c2ccccc2)c1
[16] Cc1ccc(S(=O)(=O)Nc2cccc3c2O[C@H](CN(C)C(=O)Nc2ccc(C(F)(F)F)cc2)[C@@H](C)CN([C@H](C)CO)C3=O)cc1
screen / no.,9,10,11,12,13,14,15,16
DRD3 antagonist,-56*,1,-13,-28,-9,0,7,-2
KB-3-1 cytotox,1%,2%,3%,-1%,12%,9%,?,0%
SW480 rereplic,-5%,-13%,-3%,?,.,2%,.,-1%
D3 ag,-16,11,1,13,-9,3,1,-24
HT1080 IDH1KD tx,-4%,12%,1%,-7%,15%,20%,?,-15%
KB-V1 cytotox,?,9%,-3%,0%,4%,?,?,0%
GLP1R ag,3%,11%,13%,4%,.,-5%,.,-3%
HT1080NT lethal,6%,14%,8%,?,16%,9%,?,-9%
IL-1B inflam inh,-15,1,19,17,0,14,-62*,-11

[17] O=C1NC[C@@H](CCCCN2C[C@H](Cc3ccc(O)cc3)N(CCc3ccc(O)cc3)C(=O)C2=O)N(CC2CCCCC2)C1=O
[18] COc1ccccc1NS(=O)(=O)c1ccc(C(=O)NCC(c2ccccc2OC)N(C)C)cc1 (stereo not drawn)
[19] O=C(CC1Sc2ccccc2NC1=O)OCc1cc(=O)oc2cc(O)ccc12 (stereo not drawn)
[20] COc1ccc(CN(Cc2ccccn2)S(=O)(=O)c2ccc(-n3cnnn3)cc2)cc1
[21] CCc1ccc(/C([O-])=C(/C(=S)NCCN2CCOCC2)[n+]2ccccc2)cc1
[22] Cc1ccccc1OCC(=O)N/N=C1\CC(=O)CC(C)(C)C1
[23] O=C1NC[C@@H](CCCCN2CCN(Cc3ccccc3)C(=O)C2=O)N(CC2CCCCC2)C1=O
[24] CCOC(=O)c1ccccc1NC(=O)c1cc2ccccc2o1
screen / no.,17,18,19,20,21,22,23,24
DRD3 antagonist,11,6,42,23,-11,-7,0,36
KB-3-1 cytotox,?,0%,?,-3%,-4%,-2%,8%,1%
SW480 rereplic,.,-4%,-12%,-12%,-4%,2%,.,1%
D3 ag,7,-5,6,4,1,0,-6,-5
HT1080 IDH1KD tx,15%,5%,-7%,9%,8%,-2%,12%,1%
KB-V1 cytotox,0%,13%,-25%,-17%,-3%,10%,?,7%
GLP1R ag,0%,-2%,15%,3%,4%,-5%,8%,2%
HT1080NT lethal,21%,-2%,-7%,2%,-1%,0%,-3%,24%
IL-1B inflam inh,28,-23,23,-14,-6,-12,5,5

[25] Cc1ccc(S(=O)(=O)N[C@H]2CCC[C@@H]2O)cc1
[26] Cc1cc2c(ncn2C(C)C)c(NS(=O)(=O)c2ccc(F)cc2)c1C
[27] COc1ccccc1C#Cc1ccc2c(=O)c3ccccc3n(C)c2c1
[28] Cc1ccc(CCNC(=O)C2CCN(C(=O)c3sccc3-n3cccc3)CC2)cc1
[29] CCOc1ccc(N2CC(C(=O)Nc3ccc(S(=O)(=O)Nc4ncccn4)cc3)CC2=O)cc1 (stereo not drawn)
[30] O=[N+]([O-])c1cccc(-c2nnc(C3CC3)o2)c1
[31] CCOC(=O)CN1C(=O)N[C@@H](CCc2ccccc2)C(C(C)=O)=C1C
[32] COc1cccc(-c2cc3nc(NCCN4CCCC4)n(C)c(=O)c3s2)c1
screen / no.,25,26,27,28,29,30,31,32
DRD3 antagonist,-12,5,120,5,-24,11,-1,6
KB-3-1 cytotox,5%,8%,11%,0%,3%,9%,5%,-1%
SW480 rereplic,.,14%,-4%,-12%,-6%,-61%[inhibitor],-11%,.
D3 ag,-3,2,-16,-2,8,-5,22,-6
HT1080 IDH1KD tx,22%,-13%,25%,-2%,5%[9.24 µM],2%,2%,?
KB-V1 cytotox,3%,?,21%,0%,-8%,13%,12%,0%
GLP1R ag,.,8%,-4%,-5%,-8%,0%,13%,5%
HT1080NT lethal,15%,-23%,25%,4%,10%,0%,0%,?
IL-1B inflam inh,6,?,24,-12,5,9,23,?

[33] O=C(NN1C(=O)c2ccccc2C1=O)C1C2CCCCC21 (stereo not drawn)
[34] COc1ccc(S(=O)(=O)NC2CCN(Cc3ccccc3)CC2)cc1NC(C)=O
[35] Cc1cc(-c2ccccc2)nc(N(C)N)c1S(C)(=O)=O
[36] CC(NO)/C(=N\O)c1cccs1 (stereo not drawn)
[37] Cc1oc(-c2cc(Cl)cc(Cl)c2)cc1C(=O)NCCc1ccccc1
[38] COc1ccc2c(-c3ccccc3)cc(SCC(N)=O)nc2c1
[39] CCCn1c(SCC(=O)N2CCCc3ccccc32)nc2c1c(=O)n(C)c(=O)n2C
[40] O=C(CC(Nc1cccc(Cl)c1Cl)C(=O)OCC(=O)c1cccs1)c1ccccc1 (stereo not drawn)
[41] COc1ccccc1C(=O)NCCN1CCCC1
[42] O=C(NCc1ccc2c(c1)OCO2)c1ccc(C2SCC(=O)N2Cc2ccco2)cc1 (stereo not drawn)
screen / no.,33,34,35,36,37,38,39,40,41,42
DRD3 antagonist,3,24,9,3,-15,5,11,5,-3,-3
KB-3-1 cytotox,10%,11%,6%,12%,14%,-14%,-5%,9%,3%,-7%
SW480 rereplic,-56%[inhibitor],-14%,-3%,?,-3%,?,2%,?,.,-2%
D3 ag,3,-9,1,-1,3,6,-4,2,-3,0
HT1080 IDH1KD tx,-2%,2%,-2%,23%,-1%,?,-2%,1%,0%,7%
KB-V1 cytotox,-7%,-6%,17%,-7%,?,-21%,?,-2%,24%,21µM*
GLP1R ag,-32%[inhibitor],-4%,13%,-1%,-3%,13%,?,-3%,0%,2%
HT1080NT lethal,-4%,5%,0%,0%,-10%,?,-1%,-1%,5%,2%
IL-1B inflam inh,-6,13,-5,-1,?,-10,29,0,-8,11

Reformatted with tabs: ten of the compounds above.
No.	structure	DRD3 antagonist	KB-3-1 cytotox	SW480 rereplic	D3 ag	HT1080 IDH1KD tx	KB-V1 cytotox	GLP1R ag	HT1080NT lethal	IL-1B inflam inh
32	COc1cccc(-c2cc3nc(NCCN4CCCC4)n(C)c(=O)c3s2)c1	6	-1%	.	-6	?	0%	5%	?	?
33	O=C(NN1C(=O)c2ccccc2C1=O)C1C2CCCCC21 (stereo not drawn)	3	10%	-56%[inhibitor]	3	-2%	-7%	-32%[inhibitor]	-4%	-6
34	COc1ccc(S(=O)(=O)NC2CCN(Cc3ccccc3)CC2)cc1NC(C)=O	24	11%	-14%	-9	2%	-6%	-4%	5%	13
35	Cc1cc(-c2ccccc2)nc(N(C)N)c1S(C)(=O)=O	9	6%	-3%	1	-2%	17%	13%	0%	-5
36	CC(NO)/C(=N\O)c1cccs1 (stereo not drawn)	3	12%	?	-1	23%	-7%	-1%	0%	-1
37	Cc1oc(-c2cc(Cl)cc(Cl)c2)cc1C(=O)NCCc1ccccc1	-15	14%	-3%	3	-1%	?	-3%	-10%	?
38	COc1ccc2c(-c3ccccc3)cc(SCC(N)=O)nc2c1	5	-14%	?	6	?	-21%	13%	?	-10
39	CCCn1c(SCC(=O)N2CCCc3ccccc32)nc2c1c(=O)n(C)c(=O)n2C	11	-5%	2%	-4	-2%	?	?	-1%	29
40	O=C(CC(Nc1cccc(Cl)c1Cl)C(=O)OCC(=O)c1cccs1)c1ccccc1 (stereo not drawn)	5	9%	?	2	1%	-2%	-3%	-1%	0
41	COc1ccccc1C(=O)NCCN1CCCC1	-3	3%	.	-3	0%	24%	0%	5%	-8

Assay outcomes as filed in PubChem BioAssay.
